Apoferritin bind – binds horse apoferritin like a general anesthetic; P02791; apoferritin/1-aminoanthracene competitive binding, fluorescence; Potency, µM (top dose mostly 77.5 µM), inactives show top-dose activity change, negative = displacement, most hits filed as inhibitors; 350,000 tested, 0.074% active; further: potency means the concentration at half of the fitted maximal effect; on the % scale 0 is the no-effect control and ±100 the full control effect; nearly all actives have a fitted effect of over 20% in size
Target sequence (P02791 2-175 limits assumed): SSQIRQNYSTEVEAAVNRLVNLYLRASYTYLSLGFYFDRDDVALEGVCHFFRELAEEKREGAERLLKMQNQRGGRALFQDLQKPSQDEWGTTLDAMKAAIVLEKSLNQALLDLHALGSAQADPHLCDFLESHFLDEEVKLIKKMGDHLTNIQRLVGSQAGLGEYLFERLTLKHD
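Horse-spleen apoferritin (10 uM) in 50% saturated 1-aminoanthracene in PBS was incubated 10 min at room temperature with compound. Fluorescence (ex 380, em 535 nm) was normalized to free and bound 1-AMA, with concentration-response fitted by a four-parameter Hill equation.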
Pol kappa inh – inhibitors of human DNA polymerase kappa. purified Pol kappa, fluorescent DNA synthesis assay, 10 min. 400,000 tested, 0.53% active. Potency, µM (highest dose often 107 µM), inactives show at the highest dose activity, negative = inhibition, hits mostly inhibitors; further: potency means the concentration at half of the fitted maximal effect; on the % scale 0 is the no-effect control and ±100 the full control effect
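Kinetic fluorescence readout at 0 and 10 min followed reaction start with substrate at 50 nM final. Beforehand, enzyme (10 nM Pol kappa) stood 15 min with compound at room temperature; buffer-only wells were negative controls.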
POLB inh – inhibitors of human DNA polymerase beta; P06746; Pol beta primer extension/strand displacement, fluorescence kinetic; Potency, µM (top dose mostly 114 µM), inactives show at the top dose activity change, negative = inhibition, actives largely listed as inhibitors; 340,000 tested, 1.3% active; AID 485314; further: potency means the concentration at half of the fitted maximal effect; on the % scale 0 is the no-effect control and ±100 the full control effect
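Enzyme-only controls used 10 nM Pol beta; buffer lacking enzyme served as negative control. Compound preincubated 15 min, then 50 nM substrate added; 0 and 10 min reads at room temperature.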
RGS4 inh – human RGS4 inhibition | Transcreener GDP fluorescence polarization, RGS4-accelerated GTP hydrolysis | AID 504845 | Potency, µM (highest dose often 114 µM), for the others: at the top dose activity change, negative = inhibition, usual class: inhibitors | 390,000 tested, 0.039% active; further: potency means the concentration at half of the fitted maximal effect; on the % scale 0 is the no-effect control and ±100 the full control effect; nearly all actives have a fitted effect of over 75% in size; some results filed as inactive show a strong effect at the top dose
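MLSMR compounds (23 nl, pin-transferred) preincubated 10 min at room temperature with a 500nM (2x) first reagent, then RGS4 at 900nM (2x) plus Transcreener GDP mix added; fluorescence polarization (620/688 nm) read before and after 90 min at 30 °C.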
LDHA inh – LDHA (human) enzyme inhibition; P00338; purified LDHA, NADH/diaphorase-resazurin fluorescence; stronger effect = lower value; activity change, % (values are at about 110 or 230 µM); 480,000 tested, 0.15% active; AID 1347041; in the data active means activity change below about -30%; inconclusive means mostly about -25% to -30%;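 further: plate controls were DMSO wells for no effect and wells without enzyme for full effect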
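Resorufin fluorescence (ex540/em590), read at 0 and 20 min after diaphorase/resazurin addition, reports the NADH left after a 5 min room-temperature reaction of 2 nM human LDH5 with 0.06 mM NADH and 0.2 mM pyruvate.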
ERG-DNA inh – inhibitors of human ERG Ets domain-DNA interaction; AID 624246; P11308; 370,000 tested, 0.028% active; fluorescence polarization, His-ERG Ets domain / labelled DNA; Potency, µM (top dose mostly 76.9 µM), inactives show at the top dose FP activity, negative = inhibition, hits mostly inhibitors; active means well fitted inhibition curve with a large enough effect in the polarisation, with a control signal flat; inconclusive means small, poorly fitted or top-dose-only effect, or effect the other way, or a change in a side signal; inactive means no such curve, though single readings can be large or run the other way; the % refers to the polarisation;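 further: polarization taken with two DNA probes labelled with fluorescein and Texas red; potency means the concentration at half of the fitted maximal effect; % of control where 0% means no effect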
Target sequence (P11308 whole entry, looked up, the tested form may be a part): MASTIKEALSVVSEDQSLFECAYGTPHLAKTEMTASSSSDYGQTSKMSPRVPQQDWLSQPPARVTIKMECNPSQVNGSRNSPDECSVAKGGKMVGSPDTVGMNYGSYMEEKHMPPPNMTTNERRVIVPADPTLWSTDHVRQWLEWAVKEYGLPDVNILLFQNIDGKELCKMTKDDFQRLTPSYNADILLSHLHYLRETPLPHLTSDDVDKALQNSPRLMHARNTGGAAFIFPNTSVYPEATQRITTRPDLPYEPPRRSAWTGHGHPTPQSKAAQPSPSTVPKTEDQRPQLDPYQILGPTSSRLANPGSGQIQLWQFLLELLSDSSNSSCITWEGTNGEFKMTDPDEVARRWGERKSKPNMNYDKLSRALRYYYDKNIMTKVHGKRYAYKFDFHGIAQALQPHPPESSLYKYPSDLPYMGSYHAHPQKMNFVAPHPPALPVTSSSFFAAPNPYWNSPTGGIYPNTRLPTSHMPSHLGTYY
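His-tagged ERG Ets domain (1 uM in the protein solution; 300mM KCl, 50mM Tris-HCl, 1mM EDTA, 1mM DTT, pH 7.5) received compound, then a probe mix of 5 nM fluorescein-DNA and 100nM Texas-615-DNA. Fluorescence polarization was read for both dyes.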
APEX1 inh – inhibitors of human APE1 endonuclease; recombinant APE1, TAMRA/BHQ-2 abasic DNA cleavage fluorescence; Potency, µM (highest dose often 65.8 µM), without a hit: top-dose activity change, negative = inhibition, usual class: inhibitors; 350,000 tested, 0.35% active;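 further: potency means the concentration at half of the fitted maximal effect; plate controls were vehicle for no effect and reference inhibitor for full effect; nearly all actives have a fitted effect of over 55% in size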
Target sequence (P27695 whole entry, looked up): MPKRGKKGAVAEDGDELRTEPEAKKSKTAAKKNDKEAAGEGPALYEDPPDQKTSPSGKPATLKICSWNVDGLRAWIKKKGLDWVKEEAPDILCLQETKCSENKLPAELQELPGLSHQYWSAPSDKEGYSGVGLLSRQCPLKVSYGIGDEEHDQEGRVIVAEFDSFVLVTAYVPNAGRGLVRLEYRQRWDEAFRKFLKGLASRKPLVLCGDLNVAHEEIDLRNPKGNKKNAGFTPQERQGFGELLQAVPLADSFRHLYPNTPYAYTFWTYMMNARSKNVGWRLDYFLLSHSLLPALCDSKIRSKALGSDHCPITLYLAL
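0.75 nM APE1 + cpd, 15 min RT; start w/ 50 nM TAMRA/BHQ-2 THF-abasic dsDNA; kinetic fluor 525/598 nm ×3 reads @60 s; Δ(read3−read1); normalized to DMSO and NSC13755 control wells.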
POLH inh – blocks human DNA polymerase eta activity; Potency, µM (highest dose often 114 µM), inactives show top-dose activity change, negative = inhibition, usual class: inhibitors; AID 588591; recombinant Pol eta, fluorescent DNA replication assay; 390,000 tested, 1.2% active; further: potency means the concentration at half of the fitted maximal effect; on the % scale 0 is the no-effect control and ±100 the full control effect
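Pol eta at 10 nM preincubated with compounds 15 min at room temperature; reaction started with fluorescent substrate (50 nM final) and read kinetically at 0 and 10 min.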
ALOX12 inh – blocks human arachidonate 12S-lipoxygenase | purified 12hLO, xylenol orange hydroperoxide absorbance | Potency, µM (doses to about 108 µM), for the others: top-dose activity change, negative = inhibition, actives largely listed as inhibitors | 580,000 tested, 1.1% active | AID 1671190; further: potency means the concentration at half of the fitted maximal effect; on the % scale 0 is the no-effect control and ±100 the full control effect
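Purified human 12hLO at 150 nM in 25 mM Hepes, 0.01% Triton X-100, pH 7.0, preincubated 15 min at room temperature with compound. Reaction started with 40 uM arachidonic acid, 30 min at room temperature. Hydroperoxide measured by Fe-xylenol orange, 573/405 nm absorbance ratio.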
Numbers without * were called inactive; ? = inconclusive; . = no result given; & = joins results of further samples; [ ] = another dose, or the depositor's remark. Unless noted, the call rests on the fitted dose curve; in most records, active means well fitted curve in the direction sought with a large enough effect; inconclusive means small, poorly fitted or top-dose-only effect, or another doubt; inactive means no such curve, though single readings can be large; an effect the other way counts as inactive or inconclusive.

SMILES | Apoferritin bind | Pol kappa inh | POLB inh | RGS4 inh | LDHA inh | ERG-DNA inh | APEX1 inh | POLH inh | ALOX12 inh
CCCN1CCc2cccc3c2[C@H]1Cc1ccc(O)c(O)c1-3 | . | ? | . | ? | 17 | 14% | . | 0% | .
CCC(=NCCO)c1c(O)n(C2CCCCC2)c(=O)[nH]c1=O | -8% | 2% | -1% | -10% | -7 | -1% | -5% | -9% | 19%
CC(C)C[C@H](NC(=O)[C@H](Cc1ccccc1)NC(=O)CNC(=O)[C@H](CO)NC(=O)[C@@H](N)Cc1ccc(O)cc1)C(=O)N[C@H](C(=O)O)[C@H](C)O | 4% | 0%[19.4 µM] | . | 490%[activator][56.9 µM] | . | . | 1% | . | -21%[12.5 µM]
NCCc1c(Cc2ccccc2)[nH]c2ccccc12 | . | 5% | . | 1% | -7 | 40%[activator] | . | -18% | 0%
COC(=O)C1=C(c2cccc(C#N)c2)C[C@@H]2CC[C@H]1N2C(=O)NCCNC(C)=O | . | -13% | . | 2% | -11 | 1% | -18% | -1% | 6%
O=c1[nH]c(=O)n(-c2cccc3ccccc23)c(O)c1C=NCCCn1ccnc1 | -6% | 4% | -1% | -25% | 1 | -1% | -4% | -8% | 2%
Oc1ccc(-[n+]2c(-c3ccccc3)cc(-c3ccccc3)cc2-c2ccccc2)cc1 | . | 4% | . | -22% | 3 | -8% | 22% | -12% | -7%
Cc1nc2ccccc2c(=O)n1-c1ccc(Cl)cc1Cl | 3% | -12% | 48% | -17% | 1 | 1% | ? | 3% | ?
CN(C)C(=O)Oc1ccc(NC(=O)N2CCOCC2)cc1 | 1% | 10% | 3% | 3% | -3 | 6% | -9% | -7% | 9%
Cc1ccc2c(c1)N(CCC(=O)N1CCC3(CC1)OCCO3)C(=O)C(C)O2 (stereo not given) | -11% | -5% | 23% | -24% | -6 | -12% | 3% | -4% | -18%
CC(C)(C)NC(=O)C1CC2CCCCC2CN1 (stereo not given) | -2% | -3% | -29% | 2% | -5 | -7% | 0% | 6% | 6%
CCC(=NCc1ccc(F)cc1)c1c(O)n(C)c(=O)n(C)c1=O | -14% | -4% | ? | -15% | 0 | -3% | 4% | -16% | -22%
Cc1ccsc1C(=O)C1CCCN(Cc2cnn(C)c2)C1 (stereo not given) | -1% | -3% | 2% | -3% | -9 | -3% | 17% | -10% | 0%
Cc1c(Oc2cc(NN3CCCCC3)c([N+](=O)[O-])cc2[N+](=O)[O-])cccc1[N+](=O)[O-] | -6% | 5% | 0% | 3% | -4 | -3% | 2% | -7% | -5%
CC[C@@]1(O)C(=O)OCc2c1cc1n(c2=O)Cc2cc3cc(O)ccc3nc2-1 | 514%[activator] | -11%[60.1 µM] | . | . | . | . | ? | . | ?
C=C(C)c1cc2cc(C(C)=O)c(O)cc2o1 | -7% | 3%[60.1 µM] | . | . | . | . | -1%&-2% | . | 6%
CCOC(=O)CC1CCCCN1Cc1cn(C)nc1-c1ccc2c(c1)OCCO2 (stereo not given) | -4% | 1% | -14% | 12% | -10 | 15% | 4% | 8% | -14%
CC(C)N1C(=O)NC(=O)C2(Cc3cc([N+](=O)[O-])ccc3N(C)C2c2ccccc2)C1=O (stereo not given) | -16% | -7% | 3% | -4% | 0 | -4% | 5% | -28% | -20%
CC/C(=N\Nc1ccccc1)c1c(O)n(-c2ccc(OC)cc2)c(=O)[nH]c1=O | -19% | 0% | 0% | 2% | -5 | -16% | 2% | -8% | 0%
COc1ccc(CCC(C)NCCc2ccccc2)cc1 (stereo not given) | -13% | -7% | -12% | 4% | -3 | . | 20% | -4% | -8%
COc1ccc(CCC(=O)N2CCC3(CC2)OCCO3)cc1 | -5% | -1% | 1% | 22% | -7 | -5% | 7% | -3% | -21%
CC(C)CCOC(=O)c1c(N)n(CC2CCCO2)c2nc3ccccc3nc12 (stereo not given) | 208%[activator] | -9% | -3% | -17% | 9 | -6% | ? | -26% | 11%
COC(=O)C1=C(c2cccc(OC)c2OC)C[C@@H]2CC[C@H]1N2C(=O)N1CCC(O)CC1 | . | -19% | . | 3% | -4 | 4% | . | -14% | 4%
CCCc1[nH]nc2c1C1(C(=O)N(CC(N)=O)c3ccccc31)C(C(=O)OC)=C(N)O2 (stereo not given) | -6% | -6% | 11% | -1% | -2 | -4% | -3% | -9% | 13%
CCOC(=O)c1ccccc1C(=O)OCC | . | -13% | . | 5% | -6 | 3% | -2%&-3% | -18% | 3%
SMILES | Apoferritin bind | Pol kappa inh | POLB inh | RGS4 inh | LDHA inh | ERG-DNA inh | APEX1 inh | POLH inh | ALOX12 inh
Cc1cc(OCC(=O)N[C@@H](Cc2ccccc2)C(=O)O)c2c3c(c(=O)oc2c1)CCCC3 | -14% | -8% | 4% | 10% | -13 | -2% | -4% | 1% | 30%
COc1ccc(C(=O)Oc2cccc3cccnc23)cc1S(=O)(=O)N1CCOCC1 | -15% | 1% | -2% | -1% | 1 | 10% | -3% | -19% | 2%
CCn1c(C)c(C(=O)Nc2ccc(OC)cc2)c2cc(OC)ccc21 | 2% | -1% | 3% | -26% | -9 | 9% | 1% | -21% | 4%
N#C/C(=C\c1ccc(O)cc1)C(=O)O | -8% | -11% | . | -12% | -2 | 1% | 5% | -12% | -3%&-16%
O=C1NC(=O)C(=Cc2cc3c(cc2[N+](=O)[O-])OCO3)C(=O)N1 | -3% | -5% | -26% | ? | 4 | 11% | ? | -8% | ?
O=C(O)c1c[nH]c2ccc(S(=O)(=O)N(CCCl)CCCl)cc12 | -6% | 0% | 0% | 2% | -1 | 7% | ? | -9% | ?
CCC(=NCCO)c1c(O)n(-c2ccccc2)c(=O)[nH]c1=O | -6% | -2% | -1% | 16% | -6 | -2% | -4% | -8% | 11%
CCCN1CCC[C@@H]2Cc3nc(N)ncc3C[C@H]21 | . | -10%[60.1 µM] | 15%[57.1 µM] | ? | -3 | 1% | 1%&3% | -3%[57.1 µM] | ?
O=C(Nc1ccccc1)c1c(O)[nH]c(=S)[nH]c1=O | . | 13% | . | -44% | 8 | -1% | . | 4% | ?
O=C(/C=C/c1ccc2c(c1)OCO2)c1c(O)n(CCC2=CCCCC2)c(=O)[nH]c1=O | -7% | -6% | 5% | -25% | -2 | 0% | 5% | -20% | -26%
CCOC(=O)[C@@H]1[C@H]2COc3ccc(Br)cc3[C@H]2N2C(=O)N(c3cccc(C)c3)C(=O)[C@]12C | . | -3% | . | -13% | 4 | 2% | 5% | -24% | 4%
COC(=O)C1=C(c2cc3ccccc3s2)C[C@@H]2CC[C@H]1N2C(=O)NCCCOC(C)C | . | 6% | . | -1% | -3 | 8% | . | -23% | ?
Cc1nc2ccccc2c(=O)n1-c1ccc(Br)cc1[N+](=O)[O-] | -13% | -27% | 40% | -16% | -12 | -7% | -7% | -14% | -1%
Oc1ccc(C2=CCNCC2)cc1O | . | -4% | . | 15% | 11 | . | . | 1% | -17%
COC(=O)c1c(NC(=O)C2CC=CCC2C(=O)O)sc2c1CCCCC2 (stereo not given) | -8% | -7% | ? | -21% | -1 | 1% | -21% | 3% | .
Cc1ncsc1CCCl | -4% | 7%[60.1 µM] | . | -1%&-20%[56.9 µM] | . | . | ? | . | ?
CC[C@H]1CN2CCC1C[C@H]2[C@H](O)c1ccnc2ccc(OC)cc12 (stereo not given in full) | . | -5% | . | 14% | -3 | -2% | 10% | -8% | -4%
Cc1ccc(-c2nc3ccccc3c(=O)n2-c2nccs2)cc1 | -16% | 1% | -17% | 2% | -8 | -4% | 0% | 2% | 13%
COc1cccc(NP(=O)(Oc2ccc(Cl)cc2)Oc2ccc(Cl)cc2)c1 | 1% | -4% | -2% | -1% | -4 | 6% | ? | -29% | ?

Seven entries already listed, ordered by SMILES length, falling:
SMILES | Apoferritin bind | Pol kappa inh | POLB inh | RGS4 inh | LDHA inh | ERG-DNA inh | APEX1 inh | POLH inh | ALOX12 inh
CCOC(=O)[C@@H]1[C@H]2COc3ccc(Br)cc3[C@H]2N2C(=O)N(c3cccc(C)c3)C(=O)[C@]12C | . | -3% | . | -13% | 4 | 2% | 5% | -24% | 4%
CC(C)N1C(=O)NC(=O)C2(Cc3cc([N+](=O)[O-])ccc3N(C)C2c2ccccc2)C1=O (stereo not given) | -16% | -7% | 3% | -4% | 0 | -4% | 5% | -28% | -20%
Cc1nc2ccccc2c(=O)n1-c1ccc(Br)cc1[N+](=O)[O-] | -13% | -27% | 40% | -16% | -12 | -7% | -7% | -14% | -1%
Cc1ccc(-c2nc3ccccc3c(=O)n2-c2nccs2)cc1 | -16% | 1% | -17% | 2% | -8 | -4% | 0% | 2% | 13%
O=C(Nc1ccccc1)c1c(O)[nH]c(=S)[nH]c1=O | . | 13% | . | -44% | 8 | -1% | . | 4% | ?
COc1ccc(CCC(=O)N2CCC3(CC2)OCCO3)cc1 | -5% | -1% | 1% | 22% | -7 | -5% | 7% | -3% | -21%
N#C/C(=C\c1ccc(O)cc1)C(=O)O | -8% | -11% | . | -12% | -2 | 1% | 5% | -12% | -3%&-16%

Bioassay records as filed in PubChem BioAssay.

This is a subset. The share of hits here may be higher or lower than overall.
